TDP1 block: qHTS Assay for Inhibitors of Tyrosyl-DNA Phosphodiesterase (TDP1). Potency, µM (top dose mostly 130 µM), for the others: at the top dose activity change, negative = inhibition, most hits filed as inhibitors. Tyrosyl-DNA phosphodiesterase 1 (Homo sapiens), Q9NUW8. AID 485290, 2010. recombinant TDP1, AlphaScreen DNA substrate cleavage. 350,000 tested, 0.28% active; further: nearly all actives have a fitted effect of over 40% in size
Target sequence (Q9NUW8 whole entry, looked up): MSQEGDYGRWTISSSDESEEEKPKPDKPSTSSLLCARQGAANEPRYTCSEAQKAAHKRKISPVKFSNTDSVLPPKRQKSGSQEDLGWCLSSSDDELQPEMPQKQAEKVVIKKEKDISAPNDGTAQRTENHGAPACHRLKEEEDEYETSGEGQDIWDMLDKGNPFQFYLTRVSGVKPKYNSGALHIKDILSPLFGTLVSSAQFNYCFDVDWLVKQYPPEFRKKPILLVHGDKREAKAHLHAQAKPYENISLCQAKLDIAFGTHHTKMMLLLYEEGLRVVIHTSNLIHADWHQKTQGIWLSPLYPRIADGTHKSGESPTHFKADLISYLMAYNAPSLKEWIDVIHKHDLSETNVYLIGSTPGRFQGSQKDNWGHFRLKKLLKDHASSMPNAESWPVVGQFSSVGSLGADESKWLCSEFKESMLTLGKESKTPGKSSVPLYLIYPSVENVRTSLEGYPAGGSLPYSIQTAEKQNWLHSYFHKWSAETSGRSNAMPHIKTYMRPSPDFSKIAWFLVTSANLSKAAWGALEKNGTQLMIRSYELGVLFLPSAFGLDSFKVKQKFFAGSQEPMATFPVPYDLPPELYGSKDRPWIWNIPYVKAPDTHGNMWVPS
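Enzyme-compound mixtures sat 15 min at room temperature, followed by a 5 min reaction with 15 nM final substrate and 10 min with AlphaScreen beads. Recombinant human Tdp1 was used at 1 nM final.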
FEN1 inhibitor: qHTS Assay for the Inhibitors of Human Flap endonuclease 1 (FEN1); P39748; Recombinant FEN1 flap cleavage, fluorescence, 15 min; Potency, µM (titrated, usually from 114 µM), for inactives: at the highest dose activity change, negative = inhibition, usual class: inhibitors; 390,000 tested, 0.35% active; AID 588795, 2011; further: nearly all actives have a fitted effect of over 65% in size
Target sequence (P39748 whole entry, looked up): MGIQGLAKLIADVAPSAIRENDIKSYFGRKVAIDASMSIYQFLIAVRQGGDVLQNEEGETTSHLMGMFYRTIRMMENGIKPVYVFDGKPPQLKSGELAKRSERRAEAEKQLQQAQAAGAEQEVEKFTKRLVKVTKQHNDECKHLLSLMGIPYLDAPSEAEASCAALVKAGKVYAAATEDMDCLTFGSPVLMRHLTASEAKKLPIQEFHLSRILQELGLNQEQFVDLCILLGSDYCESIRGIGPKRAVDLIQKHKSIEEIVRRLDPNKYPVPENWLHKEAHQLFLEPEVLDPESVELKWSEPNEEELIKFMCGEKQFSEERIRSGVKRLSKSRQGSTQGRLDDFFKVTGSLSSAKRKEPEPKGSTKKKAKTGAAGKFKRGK
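Compounds are tested as a concentration series against 10 nM FEN1; after a 15 min room-temperature preincubation, 50 nM substrate starts cleavage, with plate reads at 0 and 15 min. Normalized responses are fitted by a Hill equation.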
N370S GC mod: qHTS Assay for Inhibitors and Activators of N370S glucocerebrosidase as a Potential Chaperone Treatment of Gaucher Disease; 330,000 tested, 0.092% active; N370S GC spleen homogenate, 4MU-glucoside fluorescence; Lysosomal acid glucosylceramidase (Homo sapiens), P04062; Potency, µM (series often up to 59.4 µM), without a hit: at the highest dose activity change, negative = inhibition, usual class: inhibitors;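 further: 0% = full enzyme activity and -100% = no enzyme basal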
Numbers without * were called inactive; ? = inconclusive; nt = no result given; & = joins results of further samples. The call rests on the fitted dose curve; in most records, active means well fitted curve in the direction sought with a large enough effect; inconclusive means small, poorly fitted or top-dose-only effect, or another doubt; inactive means no such curve, though single readings can be large; an effect the other way counts as inactive or inconclusive. Unless noted, on the % scale 0 is the no-effect control and ±100 the full control effect; potency means the concentration at half of the fitted maximal effect.

SMILES	TDP1 block	FEN1 inhibitor	N370S GC mod
CC1CC(C)CN(c2oc(-c3ccc(OCc4ccc(Cl)cc4)cc3)nc2C#N)C1 (configuration not stated)	5%	14%	nt
O=c1c2sc3ccccc3c2n(Cc2cccc(F)c2)c(=O)n1CCc1ccccc1	-4%	14%	nt
CC1Cc2ccccc2N1C(=O)COC(=O)c1n[nH]c(=O)c2ccccc12 (configuration not stated)	0%	11%	nt
Cc1cc(NS(=O)(=O)c2ccc(NC(=O)c3cccc(OC(F)F)c3)cc2)nc(C)n1	3%	-11%	-4%
Cc1cc(C)nc(N/N=C/c2cccc3ccccc23)n1	1%	0%	-6%
CCNC(=S)N1CCCC(c2nc3ccc(C)cc3[nH]2)C1 (configuration not stated)	6%	-12%	-8%
C[C@@H]1CN([C@H](C)CO)C(=O)c2cc(NC(=O)Cc3cn(C)c4ccccc34)ccc2O[C@H]1CN(C)S(=O)(=O)c1ccc(F)cc1	4%	1%	nt
COc1ccc(-n2cnc3sc4c(c3c2=O)CCCC4)cc1	-4%	7%	0%
COc1ccc(NC(=O)c2ccco2)cc1NC(=O)c1cc(Cl)ccc1OC	-5%	-22%	nt
COc1ccc(NC(=O)C(OC(=O)c2cnccn2)c2ccccc2)cc1Cl (configuration not stated)	6%	-15%	10%
CC1CC(C)CN(C(=O)c2ccc(S(=O)(=O)N3CC(C)CC(C)C3)cc2)C1 (configuration not stated)	0%	2%	-25%
CC(=O)c1cccc(OCC(=O)Nc2cc(Cl)ccc2-n2cncn2)c1	nt	-1%	10%
CCC(O)CC(C(=O)NNc1ccccc1)C(=O)NNc1ccccc1 (configuration not stated)	3%	1%	-8%
CCC(C)C(NC(=O)c1ccccc1NC(=O)c1ccco1)C(=O)NNC(=O)c1ccncc1 (configuration not stated)	nt	-5%	-9%
CNc1c(NC(=O)C2CCC(C)CC2)c(=O)oc2ccccc12 (configuration not stated)	79µM*	10%	15%
O=C(c1ccco1)N1CCN(Cc2cc(=O)oc3cc(O)ccc23)CC1	-3%	7%	nt
CCOCCCNC(=S)N1CCN(Cc2ccco2)CC1	-2%	-5%	1%
Fc1cccc(/C=N/Nc2nc3ccccc3[nH]2)c1	8%	-4%	7%
COc1ccccc1-c1cc(NC(=O)COc2ccccc2Cl)n(-c2ccccc2)n1	0%	-3%	nt
Cc1cccc(-c2noc(-c3cc4ccccc4oc3=O)n2)c1	6%	-2%	-2%
Oc1ccc(N=C/C=C/c2cccc(Br)c2)cc1-c1nc2ccccc2s1	0%	-11%	11%
COc1ccc(-c2cc(=O)oc3c(C)c(OCC(=O)N(C)C)ccc23)cc1	6%	-6%	-14%
CC(C(=O)Nc1nncs1)N1C(=O)C2C3C=CC(C3)C2C1=O (configuration not stated)	-3%	-2%	-4%
COc1ccc(-c2cc(C)nc(SCC(=O)c3cccc([N+](=O)[O-])c3)n2)cc1	6%	7%	19%
CC(C)(C(O)c1ccc([N+](=O)[O-])cc1)[N+](=O)[O-] (configuration not stated)	6%	nt	6%

Carrying on.
SMILES	TDP1 block	FEN1 inhibitor	N370S GC mod
COc1ccc(C)cc1NC(=O)C(OC(=O)c1cccc(S(=O)(=O)N(C)c2ccccc2)c1)c1ccccc1 (configuration not stated)	0%	0%	2%
COC(=O)c1ccc(C)c(NC(=O)CSc2nnc3ccccn23)c1	0%	3%	nt
O=c1[nH]c(C2CCCN(S(=O)(=O)c3ccccc3Cl)C2)nc2c1nnn2Cc1ccc(OC(F)(F)F)cc1 (configuration not stated)	4%	0%	nt
O=C(COc1ncnc2ccccc12)c1ccc(Cl)cc1	-3%	7%	22%
CCOC(=O)C1CCN(CCC(=O)Nc2ccc(Cl)cc2)CC1	5%	-6%	3%
O=C1N/C(=N/N=C/c2ccccc2O)SC1Cc1ccc(F)cc1 (configuration not stated)	?	14%	10%
CN(C)c1ccc(C2C3C(=O)N(c4ccc(C(=O)O)cc4)C(=O)C3ON2c2ccccc2)cc1 (configuration not stated)	2%	1%	5%
N#Cc1ccccc1OCC(=O)OCC(=O)c1ccc2c(c1)NC(=O)CO2	-1%	-6%	7%
COc1ccc(Oc2coc3cc(OC(=O)N4CCOCC4)ccc3c2=O)cc1	3%	-14%	-3%
Cc1ccc(C=Nc2ccccc2C#N)s1	-2%	-7%	-4%
CC(C)C[C@H](NC(=O)OC(C)(C)C)C(=O)N[C@@H](CO)[C@H](O)[C@@H]1C[C@@H]1C(=O)NC1CCCCC1	nt	23%	-14%
CC1CCC(NC(=O)c2ccc(S(C)(=O)=O)cc2)CC1 (configuration not stated)	-2%	-2%	22%
O=C(Nc1cc(Cl)cc(Cl)c1)c1ccc(F)c(S(=O)(=O)N2CCc3ccccc32)c1	3%	-5%	nt
Cc1ccc2nc(-c3ccccn3)c(Nc3ccc(F)cc3)n2c1	8%	2%	nt
CN(C(=O)CSc1ncnc2sc3c(c12)CCCC3)C1CCS(=O)(=O)C1 (configuration not stated)	2%	-11%	nt
CC(C)(C)NC(=O)NC(=O)CSc1ncccn1	0%	22%	1%
CCOC(=O)N1CCC(NC(=O)c2cnn(-c3ccc(F)cc3)c2-n2cccc2)CC1	3%	3%	nt
CCOc1cc(S(=O)(=O)n2ccnc2C(C)C)ccc1Cl	7%	12%	nt
Cc1noc(C)c1NC(=O)Nc1cccc2c1O[C@@H](CN(C)Cc1ccc3c(c1)OCO3)[C@@H](C)CN([C@H](C)CO)C2=O	0%	6%	nt
CCOc1ccc(CCNC(=O)c2cc3c(=O)n(C)c4ccccc4c3n2C)cc1OCC	0%	-4%	nt
O=C(COC(=O)c1ccccc1)c1ccc2c(c1)OCCO2	-8%	-13%	-2%
CCOc1ccc(C(=O)N2CCc3cc(OC)c(OC)cc3C2COc2ccc3c(C)cc(=O)oc3c2)cc1OCC (configuration not stated)	3%	-2%	nt
CCOC(=O)C1(Cc2ccc(OC)cc2)CCN(C(=O)CCn2cccn2)CC1	nt	3%	14%
Cc1ccc(S(=O)(=O)Cc2ccccc2Cl)cc1	-1%	3%	2%
C=CCN(C(=O)Cn1nc(C)n2c(cc3cc(C)ccc32)c1=O)c1ccccc1	2%	2%	-14%

(listing goes on)
SMILES	TDP1 block	FEN1 inhibitor	N370S GC mod
O=C(COc1ncnc2ccccc12)NC1CCS(=O)(=O)C1 (configuration not stated)	0%	0%	1%
O=C(C1CCCN(Cc2ccc(Br)cc2)C1)N1CCCCC1 (configuration not stated)	nt	-3%	-3%
CCOC(=O)c1cnc2ccc(OCC)cc2c1NCc1ccccc1OC	1%	-7%	6%
CCCCn1c(N)c(N(Cc2ccccc2OC)C(=O)c2cc(=O)[nH]c3ccccc23)c(=O)[nH]c1=O	0%	-6%	0%
COC(=O)C1=C(CSc2nc3ccccc3s2)NC(=O)NC1c1ccc(F)cc1 (configuration not stated)	-3%	-3%	-20%
O=C(CCc1nc(-c2cccs2)no1)Nc1cnc2ccccc2c1	nt	3%	4%
COc1ccc(CNC(=O)CCn2c(=O)oc3ccccc32)cc1	1%	-3%	5%
COc1cccc(C(=O)N2CC(=O)Nc3ccc(C)cc3C2c2ccc(F)cc2)c1OC (configuration not stated)	6%	-7%	nt
CCN(CC)S(=O)(=O)c1ccc(OC)c(NC(=O)c2ccc([N+](=O)[O-])cc2)c1	3%	2%	8%
O=C(NCc1ccc(F)cc1)C1CCC(=O)N1C1CCCCC1 (configuration not stated)	6%	-17%	-1%
COc1ccc(-c2nn(-c3ccccc3)cc2/C=N/Nc2cccc(C(=O)O)c2)cc1	-2%	6%	4%
O=C(COC(=O)c1ccc(Cl)cc1[N+](=O)[O-])NNC(=O)c1cccs1	6%	1%	2%
COc1ccc(-c2ccc(/C=N/NC(=O)Cc3nnc(N)s3)o2)cc1Cl	8%	-5%	-2%
COc1ccccc1OCCSc1nc2ccc([N+](=O)[O-])cc2s1	11%	-3%	-4%
O=C(O)c1ccccc1-c1ccccc1C(=O)Nc1cccc2ccccc12	-1%	7%	9%
O=C(C1CC(=O)N(c2ccccc2)C1)N1CCN(c2ccc(F)cc2)CC1 (configuration not stated)	4%	-3%	-10%
COc1cccc(NC(=O)c2ncc(Cl)c(Cl)c2Cl)c1	6%	10%	6%
COC(=O)Nc1ncc(CN2CCCCC2)s1	2%	-2%	1%
O=C(NCCc1ccc(Cl)cc1)c1cc(-c2ccccn2)nc2ccccc12	2%	18%	0%
CC1(c2ccccc2)NC(=O)N(CC(=O)N2CCN(S(=O)(=O)c3cccc([N+](=O)[O-])c3)CC2)C1=O (configuration not stated)	nt	1%	-24%
CCN1CCCC1CN(Cc1cc2ccc(C)cc2[nH]c1=O)C(=S)Nc1ccc(OC)cc1OC (configuration not stated)	-2%	-3%	9%
C[C@@H](C(=O)Nc1ccc2ccccc2c1)[C@H]1C[C@]1(C)[C@H](NS(=O)(=O)c1ccccc1)c1ccccc1	4%&6%	8%	5%&1%
CCOC(=O)C1=C(CSc2nc3c(cc2C#N)CN(C)CC3)OC(N)=C(C#N)C1c1ccc(Cl)cc1 (configuration not stated)	5%	-9%	-11%
O=C(c1cc2sccc2n1Cc1ccccc1)N1CCCc2ccccc21	9%	1%	13%
COc1cccc(NC(=S)N(CCN(C)C)Cc2cccs2)c1	2%	-3%	-1%

More records.
SMILES	TDP1 block	FEN1 inhibitor	N370S GC mod
COc1ccccc1NC(=O)C1=C(C)Nc2nc3ccccc3n2C1c1cccc(OC)c1OC (configuration not stated)	6%	-20%	nt
C=CCn1c(C)cc(C(=O)CN2NS(=O)(=O)c3ccccc3C2=O)c1C	7%	-5%	8%
O=C(Nc1cccnc1)OC1CCCCC1	4%	-1%	-3%
Cc1cc(C(C)(C)C)ccc1OCCN1CCCC1	1%	9%	-10%
Cc1ccc(/C=C/S(=O)(=O)NCC(=O)O)cc1	-6%	1%	-1%
O=C(C(=O)N1CCc2ccccc2C1)c1c[nH]c2ccccc12	1%	-18%	-1%
COC(C#CCCN(C)C)(c1ccccc1)c1ccccc1	-1%	-3%	-4%
O=S(=O)(Nc1ccc(OC(F)F)cc1)c1ccc(-c2ccon2)s1	nt	-14%	-16%
COC(=O)C(NC(=O)CCC(=O)N[C@@H](C(=O)OC)c1ccccc1)c1ccccc1 (some centres not stated)	nt	-5%	-8%
CCOC(=O)Cc1csc(NC(=O)CSc2nnnn2-c2ccc(F)cc2)n1	8%	-8%	7%
O=S(=O)(c1ccc2ccccc2c1)N1CCN(S(=O)(=O)N2CCCCC2)CC1	6%	-7%	-28%
O=C(Nc1ccnc(-c2ccncc2)n1)c1ccc(Cl)cc1	8%	21%	11%

20 compounds from above, sorted by formula weight, largest number first:
SMILES	TDP1 block	FEN1 inhibitor	N370S GC mod
Cc1noc(C)c1NC(=O)Nc1cccc2c1O[C@@H](CN(C)Cc1ccc3c(c1)OCO3)[C@@H](C)CN([C@H](C)CO)C2=O	0%	6%	nt
COc1ccc(C)cc1NC(=O)C(OC(=O)c1cccc(S(=O)(=O)N(C)c2ccccc2)c1)c1ccccc1 (configuration not stated)	0%	0%	2%
CCN1CCCC1CN(Cc1cc2ccc(C)cc2[nH]c1=O)C(=S)Nc1ccc(OC)cc1OC (configuration not stated)	-2%	-3%	9%
CCCCn1c(N)c(N(Cc2ccccc2OC)C(=O)c2cc(=O)[nH]c3ccccc23)c(=O)[nH]c1=O	0%	-6%	0%
COc1ccccc1NC(=O)C1=C(C)Nc2nc3ccccc3n2C1c1cccc(OC)c1OC (configuration not stated)	6%	-20%	nt
COc1cccc(C(=O)N2CC(=O)Nc3ccc(C)cc3C2c2ccc(F)cc2)c1OC (configuration not stated)	6%	-7%	nt
COC(=O)C1=C(CSc2nc3ccccc3s2)NC(=O)NC1c1ccc(F)cc1 (configuration not stated)	-3%	-3%	-20%
CCOC(=O)Cc1csc(NC(=O)CSc2nnnn2-c2ccc(F)cc2)n1	8%	-8%	7%
CN(C(=O)CSc1ncnc2sc3c(c12)CCCC3)C1CCS(=O)(=O)C1 (configuration not stated)	2%	-11%	nt
CCN(CC)S(=O)(=O)c1ccc(OC)c(NC(=O)c2ccc([N+](=O)[O-])cc2)c1	3%	2%	8%
COc1ccc(NC(=O)C(OC(=O)c2cnccn2)c2ccccc2)cc1Cl (configuration not stated)	6%	-15%	10%
CC1CC(C)CN(C(=O)c2ccc(S(=O)(=O)N3CC(C)CC(C)C3)cc2)C1 (configuration not stated)	0%	2%	-25%
O=C(O)c1ccccc1-c1ccccc1C(=O)Nc1cccc2ccccc12	-1%	7%	9%
COC(=O)c1ccc(C)c(NC(=O)CSc2nnc3ccccn23)c1	0%	3%	nt
O=C(c1ccco1)N1CCN(Cc2cc(=O)oc3cc(O)ccc23)CC1	-3%	7%	nt
O=C(CCc1nc(-c2cccs2)no1)Nc1cnc2ccccc2c1	nt	3%	4%
O=C(NCc1ccc(F)cc1)C1CCC(=O)N1C1CCCCC1 (configuration not stated)	6%	-17%	-1%
CCOCCCNC(=S)N1CCN(Cc2ccco2)CC1	-2%	-5%	1%
CC1CCC(NC(=O)c2ccc(S(C)(=O)=O)cc2)CC1 (configuration not stated)	-2%	-2%	22%
Cc1cc(C(C)(C)C)ccc1OCCN1CCCC1	1%	9%	-10%

Bioassay records (PubChem)

The order is random. Share with any hit: about 0.57%.
